High-throughput results as filed in PubChem BioAssay.
ASM inhibitor = Inhibitors of Secretory Acid Sphingomyelinase (S-ASM): qHTS. placental ASM, HMU-PC fluorogenic substrate, 60 min. Potency, µM (series often up to 57.5 µM), without a hit: at the highest dose activity change, negative = inhibition, hits mostly inhibitors. 340,000 compounds, 0.006% hits; note: potency is the fitted concentration of half-maximal effect
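Steps: dispense placental human ASM, pin compound, wait 10 min at room temperature, add HMU-PC0 substrate at 9 uM final, incubate 60 min at 37 °C, add stop solution raising pH to 10, read fluorescence.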
uPA generation = qHTS for Inhibitors of Cell Surface uPA Generation. 330,000 compounds, 0.31% hits. cell surface uPA generation assay, qHTS. Potency, µM (top dose mostly 38.3 µM), for inactives: top-dose activity change, negative = inhibition, actives largely listed as inhibitors; active = well fitted inhibition curve with a large enough effect; inconclusive = small, poorly fitted or top-dose-only effect; inactive = no such curve, though single readings can be large or run the other way; tested in mouse RAW 264.7 cells; note: potency is the fitted concentration of half-maximal effect; % is set by controls: 0 for no effect and ±100 for the full control effect; nearly all actives have a fitted effect of over 55% in size
ELG1 genotox = qHTS screen for small molecules that induce genotoxicity in human embryonic kidney (HEK293T) cells expressing luciferase-tagged ELG1; HEK293T ELG1-luciferase reporter, luminescence, 16 h; Potency, µM (titrated, usually from 46 µM), without a hit: top-dose activity change, positive = activation, most hits filed as activators; 330,000 compounds, 1.3% hits; note: potency is the fitted concentration of half-maximal effect; % of control where 0% means no effect; nearly all actives have a fitted effect of over 60% in size
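Cells (2,000/well) expressing the ELG1-luciferase fusion are dosed by pin tool and kept 16 hr at 37 °C, 5% CO2. Signal comes from ONE-Glo luciferase reagent after 30 min at room temperature.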
Eya2 phos inh = qHTS Assay for Inhibitors of the Phosphatase Activity of Eya2; 330,000 compounds, 0.006% hits; Protein phosphatase EYA2 (Homo sapiens), O00167; Potency, µM (highest dose often 76.9 µM), for inactives: at the highest dose activity, negative = inhibition, usual class: inhibitors; recombinant Eya2, OMFP fluorescence dephosphorylation (OMFP is methylfluorescein phosphate); note: potency is the fitted concentration of half-maximal effect; % is set by controls: 0 for no effect and ±100 for the full control effect
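Eya2 protein (added as 0.2 uM solution) was preincubated with compound for 10 min at ambient temperature in 50 mM HEPES pH 7.5, 50 mM NaCl, 5 uM MgCl2, 0.05% BSA, 1 mM DTT. OMFP (added at 50 uM) then reacted 10 min; fluorescence read at 485/525 nm.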
a7 integrin act = qHTS for Activators of Integrin-Mediated Alleviation for Muscular Dystrophy. AID 624291, 2012. Potency, µM (series often up to 38.3 µM), without a hit: top-dose activation, actives largely listed as activators. 350,000 compounds, 0.064% hits. alpha7betagal myoblasts, beta-gal FDG fluorescence, 48 h;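 note: potency is the fitted concentration of half-maximal effect; 100% = response of the positive control SU9516; nearly all actives have a fitted effect of over 60% in size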
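alpha7betagal+/- myoblasts (passage 13, 250/well) treated 48 h at 37C with compounds at 1:260 dilution of DMSO stock. Lysed, then beta-galactosidase activity read as FDG fluorescence (ex 480/em 540) after 30 min, with pre-read for autofluorescence.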
B2AR arrestin = qHTS assay of beta-arrestin-biased ligands of beta2-adrenergic receptor. 330,000 compounds, 0.02% hits. AID 492947, 2010. beta-arrestin recruitment to beta2AR, cell-based reporter. Potency, µM (top dose mostly 46.1 µM), for the others: at the top dose activation, usual class: activators;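 note: potency is the fitted concentration of half-maximal effect; 0% = DMSO controls and full agonism = EC100 isoproterenol or metaproterenol; nearly all actives have a fitted effect of over 65% in size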
TRPV1 agonist = HTS Assay for Compounds that Act as Agonists of the Vanilloid Receptor 1 | TRPV1-expressing cells, Fluo-8 calcium influx, agonist mode | Transient receptor potential cation channel subfamily V member 1 (Homo sapiens), Q8NER1 | activation, % at 8.33 µM | 320,000 compounds, 0.19% hits; in the data active = activation above about 80%; inconclusive = between about 30% and that limit; note: 0% is about no effect
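Cells expressing TRPV1 were dye-loaded with Fluo-8 and read kinetically: 10 s baseline, 3 min after compound (agonist portion), then 2 min after EC20 capsaicin (allosteric enhancer portion). Calcium-bound dye fluorescence at 480/520 nm.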
USP2a inh = qHTS Assay for Inhibitors of Ubiquitin-specific Protease USP2a Using CHOP2 as the Reporter | Ubiquitin carboxyl-terminal hydrolase 2 (Homo sapiens), O75604 | USP2 core, Ub-CHOP2 coupled fluorogenic reporter, 485/531 | Potency, µM (titrated, usually from 38.3 µM), for the others: at the highest dose activity change, negative = inhibition, usual class: inhibitors | 330,000 compounds, 0.01% hits;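 note: potency is the fitted concentration of half-maximal effect; plate controls were DMSO wells for no effect and full inhibition by NEM control for full effect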
Target sequence (O75604 whole entry, looked up): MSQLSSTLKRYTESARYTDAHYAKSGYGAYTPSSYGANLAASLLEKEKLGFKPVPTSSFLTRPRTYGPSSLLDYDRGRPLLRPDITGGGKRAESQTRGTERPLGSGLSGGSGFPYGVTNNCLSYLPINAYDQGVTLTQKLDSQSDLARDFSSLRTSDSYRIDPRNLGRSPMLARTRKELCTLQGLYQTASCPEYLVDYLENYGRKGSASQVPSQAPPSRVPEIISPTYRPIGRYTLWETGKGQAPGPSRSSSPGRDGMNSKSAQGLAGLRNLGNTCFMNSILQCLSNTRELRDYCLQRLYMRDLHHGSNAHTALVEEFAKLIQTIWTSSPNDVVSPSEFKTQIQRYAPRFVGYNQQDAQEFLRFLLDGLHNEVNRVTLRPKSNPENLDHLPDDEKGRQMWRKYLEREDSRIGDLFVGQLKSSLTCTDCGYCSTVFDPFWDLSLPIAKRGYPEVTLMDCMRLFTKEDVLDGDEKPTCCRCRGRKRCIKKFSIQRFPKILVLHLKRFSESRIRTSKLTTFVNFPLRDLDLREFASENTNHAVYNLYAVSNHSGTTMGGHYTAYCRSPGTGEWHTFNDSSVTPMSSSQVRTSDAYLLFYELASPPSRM
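USP2 core (10nM final) preincubated 30min RT with compound in 20mM Tris-HCl pH 8.0, 2mM CaCl2, 2mM beta-mercaptoethanol, 0.05% CHAPS; 25nM Ub-CHOP2 plus 25nM reporter substrate added, fluorescence (Ex485/Em531) read after 60min.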
p53 reactivation = qHTS assay for re-activators of p53 using a Luc reporter. H1299 p53-A138V BP100-luciferase reporter, luminescence, 24 h. Potency, µM (series often up to 92.2 µM), for inactives: top-dose activity change, positive = activation, usual class: activators. 320,000 compounds, 0.063% hits; note: potency is the fitted concentration of half-maximal effect; % of control where 0% means no effect; nearly all actives have a fitted effect of over 45% in size
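H1299 (p53-null), stable ts p53-A138V + BP100-Luc; 1000 cells/well, Opti-MEM/10% FBS; cpd 4 pt, 1:5; 24 h, 37 deg C, 5% CO2; detection reagent 10 min RT; luminescence.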
BRCA1 expr act = qHTS Assay to Identify Small Molecule Activators of BRCA1 Expression. MCF7-BRCA1-FFLuc reporter, luminescence, 48 h; response scale: scaled: vehicle 0%, 10 µM genistein 100%. Potency, µM (doses to about 46.1 µM), for inactives: at the highest dose activation, most hits filed as activators. 380,000 compounds, 1.1% hits; note: potency is the fitted concentration of half-maximal effect; nearly all actives have a fitted effect of over 80% in size; some results filed as inactive show a strong effect at the top dose
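Cells: MCF7-BRCA1-FFLuc, 2000/well. Exposure: 48 h, 37 °C, 5% CO2. Read: luminescence, 15 min post-substrate. Controls: genistein 10 microM (maximal activation), DMSO (neutral).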
TSG101-PTAP inh = qHTS Assay for Iinhibitors of HIV-1 Budding by Blocking the Interaction of PTAP/TSG101; Fluorescence polarization, FITC-PTAP peptide / Tsg101 binding; Potency, µM (top dose mostly 115 µM), inactives show top-dose activity change, negative = inhibition, usual class: inhibitors; 340,000 tested, under 10 active; AID 493005, 2010; active = well fitted inhibition curve with a large enough effect in the main read-out, with a control signal flat, not every such curve was filed as active; inconclusive = small, poorly fitted or top-dose-only effect, or effect the other way, or a change in a side signal; inactive = no such curve, though single readings can be large or run the other way; note: potency is the fitted concentration of half-maximal effect; % of control where 0% means no effect
Target sequence (Q99816 whole entry, looked up): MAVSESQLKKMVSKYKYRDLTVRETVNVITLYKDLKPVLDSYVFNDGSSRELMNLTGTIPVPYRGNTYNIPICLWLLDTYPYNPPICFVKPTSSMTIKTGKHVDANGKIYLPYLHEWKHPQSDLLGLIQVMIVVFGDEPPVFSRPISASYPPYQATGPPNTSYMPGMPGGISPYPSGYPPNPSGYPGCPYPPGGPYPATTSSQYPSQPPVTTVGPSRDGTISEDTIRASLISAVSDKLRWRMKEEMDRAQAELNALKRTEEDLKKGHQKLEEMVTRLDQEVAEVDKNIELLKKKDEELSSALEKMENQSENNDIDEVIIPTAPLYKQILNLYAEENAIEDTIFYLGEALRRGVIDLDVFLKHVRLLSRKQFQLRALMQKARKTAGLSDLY
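Tsg101 binding domain (10 uM final) was mixed with compound and a FITC-labeled PTAP peptide (50 nM final) in HEPES pH 7.5 buffer with NaCl, Tween 20, EDTA and TCEP; fluorescence polarization was read after 20 min at r.t.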
Numbers without * were called inactive; ? = inconclusive; . = no result given; [ ] = dose if it differs, or a comment. Unless noted, calls come from the whole dose curve; as a rule, active = well fitted curve in the direction sought with a large enough effect; inconclusive = small, poorly fitted or top-dose-only effect, or another doubt; inactive = no such curve, though single readings can be large; an effect the other way counts as inactive or inconclusive.

Sequence of screens: ASM inhibitor | uPA generation | ELG1 genotox | Eya2 phos inh | a7 integrin act | B2AR arrestin | TRPV1 agonist | USP2a inh | p53 reactivation | BRCA1 expr act | TSG101-PTAP inh
COc1cc2c(cc1OC)CN(Cc1cccs1)CC2
    86%[activator] | -1% | -1% | -3% | 7% | -0.2% | -1 | 1% | ? | -1% | 2%
CC(/C=C/c1ccc(C)o1)=C\C(=O)O
    9% | -23% | 3% | 25% | 24% | 0.3% | -2 | -4% | -12% | 8% | 0%
O=C(CCNC(=O)c1ccccc1Cl)NCC(c1ccc(F)cc1)N1CCOCC1 (configuration not stated)
    2% | 3% | -2% | -11% | 19% | 0.5% | -1 | -1% | 1% | -1% | -1%
COc1ccccc1N1CCN(c2cc(=O)n(-c3ccc(Cl)cc3)c(=O)[nH]2)CC1
    1% | 6% | -2% | 2% | 9% | -0.1% | -7 | 0% | ? | 0% | -4%
COc1cccc(C(=O)Nc2ccc3c(cc2=O)[C@@H](NC(C)=O)CCc2cc(OC)c(OC)c(OC)c2-3)c1
    ? | 10µM* | 0% | -22% | -62%[inhibitor] | -0.7% | 2 | -14% | 2% | -74% | 0%
O=C(c1ccc(Cl)c(F)c1F)N1CCCC1
    2% | 1% | 0% | -11% | 5% | -0.1% | 0 | 1% | 10% | 4% | -4%
CC1CCCC(C)N1C(=O)C1CC(c2ccc(F)cc2)=NO1 (configuration not stated)
    -3% | . | 11% | -12% | -13% | -0.4% | . | 0% | 8% | 78% | -5%
CCC(C)NC(=O)Cc1c(C)c2cc3c(cc2oc1=O)OC(C)(C)CC3 (configuration not stated)
    20% | -2% | 9% | 8% | 10% | -0.1% | ? | 1% | ? | ? | -4%
O=C(O)CCCNC(=O)CC1S/C(=N/N=C/c2ccccc2O)NC1=O (configuration not stated)
    149%[activator] | -1% | 0% | -27% | -4% | -0.1% | -1 | 10% | -1% | 13% | -1%
Cc1ccc(/C(O)=C2/C(=O)C(=O)N(c3ccccn3)C2c2cccc([N+](=O)[O-])c2)cc1 (configuration not stated)
    -1% | -2% | 3% | -9% | -22% | -0.3% | -1 | -3% | -7% | -6% | -7%
O=c1c2c3nc4ccccc4nc3n(-c3cccc(F)c3)c2ncn1Cc1ccc2c(c1)OCO2
    . | . | 1% | -1% | . | -0.9% | -1 | -1% | 4% | . | .
CC(NCC(c1ccco1)N1CCCCC1)C(=O)NC1CCCC1 (configuration not stated)
    15% | 1% | -8% | 0% | 16% | 4.1% | 2 | 1% | 8% | 0% | -1%
C=CCC1(CC=C)CCCN1Cc1nc(COc2ccccc2)no1
    24% | 3% | -6% | ? | 17% | -0.9% | 25 | 3% | 2% | -27% | 3%
O=S(=O)(c1ccc(Br)cc1)N1CCCN(Cc2cccc(F)c2)CC1
    0% | -2% | 2% | -6% | -16% | -0.6% | 11 | 2% | -15% | -26% | 0%
CCOC(=O)N1CCC(NC(=O)c2cc(C(=O)Nc3cccc(C(F)(F)F)c3)ccc2CO)CC1
    -7% | ? | -8% | -6% | -14% | -0.1% | 2 | 0% | 1% | -18% | -8%
COc1ccc(C(=O)NNS(=O)(=O)c2ccc(C)cc2)cc1
    3% | 2% | 0% | -1% | 2% | -0.7% | 0 | 3% | 3% | -1% | -3%
COc1ccc2nc(CC(C)(C)CC(=O)O)c[n+]([O-])c2c1
    . | 6% | 6% | 4% | -22% | -0.2% | 0 | 2% | 20% | -2% | -1%
Cc1nn(C)c(C)c1CNC(=O)Nc1ccc2c(c1)OCO2
    0% | -3% | ? | 3% | -9% | -0.3% | -5 | 2% | 17% | ? | -3%
CCC(C)[C@H]1CNCCN1CCC12CC3CC(CC(C3)C1)C2 (some centres not stated)
    8% | -4% | -3% | 3% | -20% | -0.9% | -1 | 4% | 8% | 10% | -2%
COc1cc(/C=N/S(=O)(=O)CCc2ccccc2)cc(OC)c1O
    6% | 7% | -2% | 7% | 9% | -0.2% | -1 | 5% | 5% | 11% | -6%
COc1ccccc1C(=O)NNC(=O)C1CC=CCC1 (configuration not stated)
    7% | 1% | 17% | -1% | 26% | 0.0% | -8 | 2% | 11% | 3% | -6%
CC(C)(C)n1nc2c(c1NC(=O)c1cccc(Cl)c1)CS(=O)(=O)C2
    3% | 1% | 4% | -1% | -1% | 0.2% | -1 | -1% | -14% | 13% | -6%
CCCC(=O)Nc1c(-c2ccc(C)cc2)c(=O)c2ccccc2n1C
    5% | -13% | 3% | 13% | -21% | -0.4% | -2 | 0% | -1% | -40% | -1%
CSCC(=O)NC1CCCc2c1cnn2-c1cc(F)cc(F)c1 (configuration not stated)
    3% | 7% | 3% | -14% | 8% | -0.2% | 1 | 1% | . | 51% | -4%
Cc1ccc2c(c1)/C(=N/O)CCS2
    -3% | 3% | -1% | -5% | 15% | -0.4% | 1 | 3% | -17% | 0% | -5%
O=C(O)c1ccc(-n2c(/C=C/c3cccc([N+](=O)[O-])c3)nc3ccccc3c2=O)cc1
    -1% | -2% | -4% | -2% | -17% | -0.4% | 1 | 0% | -5% | -36% | -6%
Cc1ccccc1Nc1nc(N)nc(COC(=O)CCS(=O)(=O)c2ccc(Cl)cc2)n1
    -1% | 4% | 1% | -7% | -26% | 0.1% | -4 | -4% | -1% | -2% | -3%
COc1ccccc1N(Cc1cc(=O)[nH]c2ccccc12)C(=O)c1ccc([N+](=O)[O-])cc1
    0% | 2% | -1% | 7% | -20% | 3.0% | 2 | -5% | -5% | -17% | 1%
Cc1ccc(NC(=O)CN2C(=O)CCSc3ccc(S(=O)(=O)N4CCCC4)cc32)cc1C
    -3% | 9% | -3% | -2% | -8% | 0.0% | ? | 2% | -20% | -16% | 0%
COc1cc(C2C(C#N)=C(C)NC(C)=C2C#N)cc(OC)c1OC
    8% | 2% | -1% | 7% | -14% | 2.2% | -3 | 4% | -5% | -1% | -1%
CCOc1cc(C2Nc3ccccc3C(=O)N2c2ccccc2OC)ccc1O (configuration not stated)
    29% | -9% | 4% | 4% | ? | -0.8% | 1 | 2% | 2% | 67% | -7%

Part of the list above, tab-delimited.
smiles	ASM inhibitor	uPA generation	ELG1 genotox	Eya2 phos inh	a7 integrin act	B2AR arrestin	TRPV1 agonist	USP2a inh	p53 reactivation	BRCA1 expr act	TSG101-PTAP inh
O=C(c1ccc(Cl)c(F)c1F)N1CCCC1	2%	1%	0%	-11%	5%	-0.1%	0	1%	10%	4%	-4%
CC1CCCC(C)N1C(=O)C1CC(c2ccc(F)cc2)=NO1 (configuration not stated)	-3%	.	11%	-12%	-13%	-0.4%	.	0%	8%	78%	-5%
CCC(C)NC(=O)Cc1c(C)c2cc3c(cc2oc1=O)OC(C)(C)CC3 (configuration not stated)	20%	-2%	9%	8%	10%	-0.1%	?	1%	?	?	-4%

Some values from the list:
Under p53 reactivation, `CC(NCC(c1ccco1)N1CCCCC1)C(=O)NC1CCCC1` (configuration not stated) reads 8%
Under ASM inhibitor, `Cc1ccc(/C(O)=C2/C(=O)C(=O)N(c3ccccn3)C2c2cccc([N+](=O)[O-])c2)cc1` (configuration not stated) reads -1%
Under TSG101-PTAP inh, `CCOc1cc(C2Nc3ccccc3C(=O)N2c2ccccc2OC)ccc1O` (configuration not stated) reads -7%
